# Nrf2 inh – Nrf2 pathway inhibition; A549 ARE-Fluc reporter, luciferase luminescence, 18-24 h; Potency, µM (titrated, usually from 46 µM), for the others: top-dose activity change, negative = inhibition, actives largely listed as inhibitors; 360,000 tested, 2.1% active; also: potency is read from the fitted curve at half-maximal effect; % is scaled to controls: 0 for no effect and ±100 for the full control effect; nearly all actives have a fitted effect of over 60% in size
#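 Nrf2 activity is the BugLite luminescence, read 15 min after reagent at room temperature, following CellTiter-Fluor cytotoxicity readout (30 min, 37C). Compound titrations were applied for 18-24 h to 5000 A549 ARE_Fluc cells/well in 5% FBS OPTI-MEM.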
# EPAC2 ag – agonists of human EPAC2 (RAPGEF4); Q8WZA2; EPAC2 activation, biochemical qHTS; response scale: 100% = 6.5 mM cAMP response; Potency, µM (highest dose often 154 µM), for the others: top-dose activation, hits mostly activators; 360,000 tested, 0.079% active; also: potency is read from the fitted curve at half-maximal effect; nearly all actives have a fitted effect of over 50% in size
# Target sequence (Q8WZA2 whole entry, looked up): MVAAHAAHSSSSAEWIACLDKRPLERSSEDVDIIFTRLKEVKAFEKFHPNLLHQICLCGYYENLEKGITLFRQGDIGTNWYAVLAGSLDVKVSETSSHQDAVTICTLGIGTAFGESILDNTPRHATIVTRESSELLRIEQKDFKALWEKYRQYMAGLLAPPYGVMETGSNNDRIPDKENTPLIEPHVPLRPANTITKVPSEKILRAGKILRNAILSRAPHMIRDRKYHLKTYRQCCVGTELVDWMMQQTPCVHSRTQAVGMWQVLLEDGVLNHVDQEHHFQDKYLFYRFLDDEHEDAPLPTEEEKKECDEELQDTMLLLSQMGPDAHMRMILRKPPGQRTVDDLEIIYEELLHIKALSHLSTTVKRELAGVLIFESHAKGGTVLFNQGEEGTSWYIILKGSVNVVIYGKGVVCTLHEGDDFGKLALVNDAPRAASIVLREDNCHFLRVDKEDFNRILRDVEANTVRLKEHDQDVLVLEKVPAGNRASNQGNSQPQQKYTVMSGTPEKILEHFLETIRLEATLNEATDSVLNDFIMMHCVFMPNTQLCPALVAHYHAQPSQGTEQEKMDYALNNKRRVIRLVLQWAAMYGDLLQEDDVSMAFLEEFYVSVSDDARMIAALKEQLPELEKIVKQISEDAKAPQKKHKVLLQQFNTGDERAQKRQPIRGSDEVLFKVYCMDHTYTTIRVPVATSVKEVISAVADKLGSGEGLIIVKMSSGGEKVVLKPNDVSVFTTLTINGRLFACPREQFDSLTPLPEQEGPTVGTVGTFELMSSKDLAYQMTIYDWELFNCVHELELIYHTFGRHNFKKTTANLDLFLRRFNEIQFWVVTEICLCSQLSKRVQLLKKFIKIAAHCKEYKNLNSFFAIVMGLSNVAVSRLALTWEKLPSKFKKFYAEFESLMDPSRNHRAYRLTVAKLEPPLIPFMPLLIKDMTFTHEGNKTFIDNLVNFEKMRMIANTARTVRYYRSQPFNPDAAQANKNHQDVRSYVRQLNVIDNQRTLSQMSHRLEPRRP
#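 qHTS, titration series. 100 nM EPAC2 / 250 nM Rap1B-BODIPY-GDP / 50 uM GDP; RT; ex 480/em 540 nm, 5-min reads to 30 min. Norm. to 6.5 mM cAMP = activation.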
# MmCpn inh – M. maripaludis TRiC chaperonin inhibition; AID 504842; Potency, µM (doses to about 76.9 µM), inactives show at the highest dose activity, negative = inhibition, most hits filed as inhibitors; 330,000 tested, 0.031% active; purified Mm-Cpn ATPase, ADP Transcreener TR-FRET; also: potency is read from the fitted curve at half-maximal effect; % is scaled to controls: 0 for no effect and ±100 for the full control effect; nearly all actives have a fitted effect of over 80% in size
#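 Reaction buffer contained 30 mM Tris pH 7.4, 100 mM KCl, 5 mM MgCl2 and 1 mM DTT. Mm-CPN (25 nM final) hydrolysed 10 uM ATP over 30 min at 37°C; ADP was read by HTRF.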
# A549 tox – kills or reduces viability of A549 cells in Nrf2 counter-screen | A549 ARE-Fluc cells, CellTiter-Fluor viability, 18-24 h | Potency, µM (titrated, usually from 46 µM), inactives show at the highest dose activity change, negative = cytotoxicity, usual class: inhibitors | 390,000 tested, 0.16% active; also: potency is read from the fitted curve at half-maximal effect; % is scaled to controls: 0 for no effect and ±100 for the full control effect
#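 Cytotoxicity counterscreen: CellTiter-Fluor fluorescence was measured in A549 ARE_Fluc cells after 18-24 h of compound exposure in a concentration series. The subsequent BugLite luminescent read reports ARE-luciferase activity.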
# EPAC2 antagonist – EPAC2 (human) antagonism | Q8WZA2 | EPAC2 GEF exchange of Rap1B-BODIPY-GDP, fluorescence | Potency, µM (doses to about 114 µM), for inactives: at the top dose activity, negative = inhibition, hits mostly inhibitors | 360,000 tested, 0.18% active | AID 720708; also: potency is read from the fitted curve at half-maximal effect; % is scaled to controls: 0 for no effect and ±100 for the full control effect; nearly all actives have a fitted effect of over 45% in size; many of its hits are not listed in these tables
# CCT modulator – modulators of cytosolic chaperonin (CCT/TRiC) activity; activity change, % (test concentration not listed), hits read low; 360,000 tested, 0.3% active; purified chaperonin ATPase assay, HTRF ADP detection, 30 min; in the data active = activity change below about -30%; also: % is scaled to controls: 0 for no effect and ±100 for the full control effect
#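 Nucleotide hydrolysis assay: TRiC at 20–40 nM final (set by batch activity) with 10 uM ATP, 30 min at 37 °C, in presence of 76 uM compound. Detection by competitive ADP HTRF, 30 min ambient.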
# TGFb SMAD3 inh – inhibitors of TGF-b signaling; Potency, µM (titrated, usually from 46.1 µM), without a hit: top-dose activity, negative = inhibition, most hits filed as inhibitors; HepG2 CAGA-GFP TGF-b/SMAD3 reporter, GFP fluorescence, 18 h; TGF-beta stimulated, 500 pg/mL final; 410,000 tested, 1.2% active; AID 588855; also: potency is read from the fitted curve at half-maximal effect; % is scaled to controls: 0 for no effect and ±100 for the full control effect; nearly all actives have a fitted effect of over 65% in size
#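 Inhibition was scored as loss of TGF-beta-induced (500 pg/mL final, 18 hours, 37 degrees C) GFP in HEPG2 cells carrying a CAGA-GFP reporter, in DMEM with 1% FBS. Well GFP was summed per cell; Activity was normalised to unstimulated and stimulated DMSO wells, then concentration-response fitting.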
# pAkt inh – Akt phosphorylation inhibition. Neuro2A IGF-stimulated pAkt S473 HTRF, 20 min; active compounds read low. 360,000 tested, 0.32% active. activity change, % for hits at 50 µM; in the data active = activity change below about -80%; inconclusive = mostly about -51% to -80%; also: % is scaled to controls: 0 for no effect and ±100 for the full control effect
#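 Neuro2A cells in DMEM with 0.5% FBS, overnight at 37 deg C, given compound at single 50 µM final, then IGF (6 nM final) for 20 min at 37 deg C. Lysed; phospho-Akt Ser473 by HTRF after 24 h, 665/615 ratio.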
# Nrf2 activator – activates Nrf2 signaling; 410,000 tested, 0.31% active; AREc32 ARE-luciferase reporter (MCF7-derived line), luminescence, 24 h; Potency, µM (doses to about 46.1 µM), for inactives: at the highest dose activation, hits mostly activators; also: potency is read from the fitted curve at half-maximal effect; % of control where 0% means no effect; nearly all actives have a fitted effect of over 65% in size
#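 Reporter line AREc32 (ARE-Fluc), seeded overnight in OPTI-MEM with 5% FBS; compound pin-transferred, 24 hr at 37 deg C, 5% CO2; luminescent read-out.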
# Starred values were filed as active, the others as inactive; i = inactive; ? = inconclusive; nt = no result given; [ ] = remark or other dose. Unless noted, calls follow the shape of the dose curve; as a rule, active = well fitted curve in the direction sought with a large enough effect; inconclusive = small, poorly fitted or top-dose-only effect, or another doubt; inactive = no such curve, though single readings can be large; an effect the other way counts as inactive or inconclusive.
nr | SMILES | EPAC2 antagonist | EPAC2 ag | MmCpn inh | CCT modulator | A549 tox | pAkt inh | TGFb SMAD3 inh | Nrf2 inh | Nrf2 activator
1 | COc1ccc(CC(=O)OCC(=O)NC2CCCC(C)C2C)cc1 (configuration not stated) | 3% | 4% | 1% | -1.8 | -2% | i | 3% | -2% | 0.0%
2 | O=C(O)CCCN1C(=O)/C(=C/C=C/c2ccco2)SC1=S | 3% | 15% | -3% | -2.1 | -2% | i | -22% | 2% | ?
3 | Cc1ccc(C)c(NC(=O)CN2C(=O)NC(CCc3ccccc3)C2=O)c1 (configuration not stated) | 4% | 1% | 0% | -3.3 | 1% | i | 4% | 2% | -0.4%
4 | CCS(=O)(=O)N1CCC(C(=O)N2CCN(Cc3ccccc3)CC2)CC1 | 9% | 3% | 0% | -0.7 | -1% | i | 17% | 17% | 0.3%
5 | Oc1c(C=Nc2cccc3nsnc23)ccc2ccccc12 | -8% | 14% | -1% | -2.6 | -6% | i | 6% | -16% | 5.4%
6 | COc1ccccc1NC(=O)CSc1nc(-c2cccc(Cl)c2)nc2c1Cc1c(CO)cnc(C)c1O2 | nt | nt | nt | nt | 5% | nt | -1% | ? | 15%
7 | COc1ccccc1N1CCN(/N=C/c2ccc(Cl)c([N+](=O)[O-])c2)CC1 | 9% | 19% | -4% | -6.0 | 8% | i | ? | 1% | 3.5%
8 | N#CC1=C(N)NC(=S)C(C(N)=O)C1c1ccccc1F (configuration not stated) | 2% | -1% | -2% | 0.4 | -2% | i | 0% | -17% | ?
9 | Cc1nc(C)c(Oc2cccc(C(F)(F)F)c2)c(=O)[nH]1 | 0% | 11% | 0% | -1.3 | -5% | i | 1% | -1% | 0.1%
10 | CC(/C=C/c1ccco1)=N\NC(=O)c1cc(Cl)ccc1O | -5% | 4% | 1% | 0.1 | 0% | i | -7% | -17% | ?
11 | O=C(CCNC(=O)c1ccco1)Nc1ccc(OC(F)(F)F)cc1 | -6% | 2% | -2% | -2.6 | 1% | i | 15% | 3% | 5.9%
12 | CN(C)c1ccc(/C=C/c2nc3ccccc3c(=O)n2-c2ccc(C(=O)O)cc2)cc1 | -10% | -29% | -7% | 1.0 | 8% | i | 155%[activator] | ? | 0.6%
13 | Cc1ccc(NC2CCCCC2NS(=O)(=O)c2ccccc2)c(C)c1 (configuration not stated) | -20% | 20% | -2% | -2.2 | -4% | i | ? | -28% | 0.5%
14 | COc1ccc(/C=N/NC(=S)N[C@H]2CC3CCC2C3)cc1 (some centres not stated) | -5% | 1% | 1% | -67* | 0% | i | 0% | 0% | 2.5%
15 | O=C(NCCc1ccc(Cl)cc1)c1ccc(Cn2c(=O)[nH]c3ccccc3c2=O)cc1 | nt | nt | -11% | nt | -7% | nt | -1% | nt | -1.3%

# More results:
nr | SMILES | EPAC2 antagonist | EPAC2 ag | MmCpn inh | CCT modulator | A549 tox | pAkt inh | TGFb SMAD3 inh | Nrf2 inh | Nrf2 activator
16 | O=S(=O)(NCC1(N2CCOCC2)CCCCC1)c1ccccc1Cl | -1% | 20% | -3% | -2.6 | -14% | i | 20% | -12% | -0.6%
17 | CCOC(=O)C(=CNc1cc(C)nn1-c1ccc(Cl)cc1)C(=O)OCC | -2% | -16% | -1% | -1.9 | -20% | i | -4% | ? | 0.4%
18 | CCOC(=O)c1cc(-c2cccnc2)nn1-c1ccccc1C | 5% | 1% | -5% | -3.7 | 2% | i | 11% | 2% | -0.3%
19 | O=c1[nH]c2ccc(Br)cc2c(-c2ccccc2)c1CN1CCOCC1 | -4% | 21% | -2% | -1.8 | -7% | i | ? | -9% | 10%
20 | O=C(NCCc1ccccc1)C1CCN(S(=O)(=O)c2cccc3nonc23)CC1 | -4% | 4% | 1% | -4.0 | 3% | i | -13% | nt | 0.2%
21 | O=C(COc1ccccc1)NCC(=O)NC1CCCCC1 | 12% | 9% | 2% | 0.3 | 7% | i | -5% | 16% | 0.4%
22 | O=C(c1ccccc1NS(=O)(=O)c1ccc(F)cc1F)N1CCCCC1 | 17% | 2% | 1% | -1.8 | -9% | i | 8% | 1% | -0.6%
23 | CC1(C(=O)NCC2CCCCC2)CCN1C(=O)Cc1ccc(-c2ccccc2)cc1 (configuration not stated) | ? | 7% | nt | 0.2 | nt | i | ? | nt | 0.3%
24 | Cc1[nH]c(=O)[nH]c(=O)c1Sc1ccccc1[N+](=O)[O-] | 5% | 9% | 1% | 1.2 | 2% | i | 19% | 15% | -1.1%
25 | CCN1C(=O)C(O)(c2c[nH]c3ccccc23)c2cc(Br)ccc21 (configuration not stated) | nt | nt | nt | nt | -3% | nt | -8% | 1% | 4.4%
26 | CCOC(=O)C1=C(CBr)NC(=O)NC1C (configuration not stated) | 4% | -9% | 0% | 0.7 | 5% | i | 5% | 1% | -0.2%
27 | Cc1ccc(/C=c2\sc3n(c2=O)CN(c2cccc(Br)c2)CN=3)o1 | 4% | 11% | 2% | -0.8 | -8% | i | 18% | ? | 0.4%
28 | O=C(COc1ccc(S(=O)(=O)N2CCOCC2)cc1Cl)NCc1ccc2c(c1)OCO2 | -8% | -1% | nt | 0.7 | nt | i | 2% | nt | 0.0%
29 | Cc1cc(C)c(C)c(S(=O)(=O)NCC(=O)NCC2CCCCC2)c1C | -1% | 13% | 2% | -0.3 | 5% | i | -9% | 2% | -0.5%
30 | Cc1cc2oc(C(=O)Nc3sc4c(c3C(=O)NCC3CCCO3)CCC4)cc(=O)c2cc1C (configuration not stated) | nt | nt | nt | nt | -11% | nt | 32%[activator] | 5% | 0.0%

# The list continues.
nr | SMILES | EPAC2 antagonist | EPAC2 ag | MmCpn inh | CCT modulator | A549 tox | pAkt inh | TGFb SMAD3 inh | Nrf2 inh | Nrf2 activator
31 | S=c1nc[nH]c2c1ncn2-c1ccccc1 | 15% | 3% | nt | -0.5 | 3% | i | -6% | ? | 0.0%
32 | Cc1oc(S(=O)(=O)N2CCCCC2)cc1NC(=O)Nc1ccc(F)cc1 | -2% | 0% | 1% | 0.1 | 0% | i | ? | -14% | 0.3%
33 | C[C@H](CO)N1C[C@H](C)[C@@H](CN(C)C(=O)c2ccc(F)cc2)Oc2cc(Br)ccc2S1(=O)=O | 4% | 5% | nt | -4.7 | nt | i | 28% | nt | -0.8%
34 | O=c1[nH][nH]c(-c2ccccc2O)c1C(C[N+](=O)[O-])c1cccc(Cl)c1 (configuration not stated) | 8% | -6% | 1% | -1.0 | 0% | i | -3% | 17% | -0.6%
35 | CCC(Sc1nc2ccccc2[nH]1)C(=O)Nc1ccc(NC(C)=O)cc1 (configuration not stated) | 1% | 4% | 1% | 1.7 | -1% | i | -3% | 6% | 0.5%
36 | CCO[C@H]1OC(C(=O)NCc2ccccc2)=C[C@@H](C(C)(C)C)[C@@H]1CCCO | 4% | -3% | nt | -3.3 | -2% | i | -15% | -25% | -0.4%
37 | COCCCn1c(SCc2nnc(-c3ccc(OC)c(OC)c3)o2)nc2ccccc2c1=O | 0% | -1% | 1% | 1.5 | -7% | i | 21% | ? | -0.5%
38 | CCOC(=O)N(C)c1c(CC)nc2c(OCc3ccccc3)cccn12 | 2% | 3% | nt | 0.0 | nt | i | 0% | nt | -0.7%
39 | CNC(=O)NC(=O)C(C)Oc1ccccc1F (configuration not stated) | 1% | 8% | 0% | -5.9 | -5% | i | -5% | -15% | -0.1%

# Structural class, those above containing four or more nitrogen atoms
nr | SMILES | EPAC2 antagonist | EPAC2 ag | MmCpn inh | CCT modulator | A549 tox | pAkt inh | TGFb SMAD3 inh | Nrf2 inh | Nrf2 activator
6 | COc1ccccc1NC(=O)CSc1nc(-c2cccc(Cl)c2)nc2c1Cc1c(CO)cnc(C)c1O2 | nt | nt | nt | nt | 5% | nt | -1% | ? | 15%
7 | COc1ccccc1N1CCN(/N=C/c2ccc(Cl)c([N+](=O)[O-])c2)CC1 | 9% | 19% | -4% | -6.0 | 8% | i | ? | 1% | 3.5%
8 | N#CC1=C(N)NC(=S)C(C(N)=O)C1c1ccccc1F (configuration not stated) | 2% | -1% | -2% | 0.4 | -2% | i | 0% | -17% | ?
20 | O=C(NCCc1ccccc1)C1CCN(S(=O)(=O)c2cccc3nonc23)CC1 | -4% | 4% | 1% | -4.0 | 3% | i | -13% | nt | 0.2%
31 | S=c1nc[nH]c2c1ncn2-c1ccccc1 | 15% | 3% | nt | -0.5 | 3% | i | -6% | ? | 0.0%
35 | CCC(Sc1nc2ccccc2[nH]1)C(=O)Nc1ccc(NC(C)=O)cc1 (configuration not stated) | 1% | 4% | 1% | 1.7 | -1% | i | -3% | 6% | 0.5%
37 | COCCCn1c(SCc2nnc(-c3ccc(OC)c(OC)c3)o2)nc2ccccc2c1=O | 0% | -1% | 1% | 1.5 | -7% | i | 21% | ? | -0.5%

# Compound profiles, as listed above. Order of values: EPAC2 antagonist | EPAC2 ag | MmCpn inh | CCT modulator | A549 tox | pAkt inh | TGFb SMAD3 inh | Nrf2 inh | Nrf2 activator
# `Cc1oc(S(=O)(=O)N2CCCCC2)cc1NC(=O)Nc1ccc(F)cc1` is entered as -2% | 0% | 1% | 0.1 | 0% | i | ? | -14% | 0.3%
# `CCOC(=O)N(C)c1c(CC)nc2c(OCc3ccccc3)cccn12` is entered as 2% | 3% | nt | 0.0 | nt | i | 0% | nt | -0.7%

# Source: PubChem

# A portion of the library, so the mix of outcomes need not match the whole.
